# BH1578 lux ind: induces V. cholerae light production without autoinducers | activation, % at 18.7 µM | V. cholerae BH1578 lux reporter, luminescence, 6 h | 350,000 tested, 0.16% active | AID 588436; in the data active = activation mostly above about 9.7%, no sharp cut-off; inconclusive = no clear call, values can overlap the other calls; inactive = mostly below about 3.7%; note: not every result past the cut was called active; inactives centre near 0; reference of the scale not given here
# Yp Topo-I inh: inhibitors of Yersinia pestis topoisomerase I. 360,000 tested, 0.064% active. activity, % at 10 µM. Y. pestis Topo-I cleavage product accumulation, plate reader; in the data active = activity above about 50%, passing the limit was not always enough; inconclusive = no clear call, values can overlap the other calls; note: inactives centre near 2
# MazF activator: activators of E. coli MazEF toxin-antitoxin RNase | P0AE70 | FAM/BHQ RNA-DNA oligo cleavage fluorescence, 5 h | activation, % at 20 µM | 350,000 tested, 0.32% active | AID 504720; in the data active = activation above about 50%
# Target sequence (P0AE70 whole entry, looked up): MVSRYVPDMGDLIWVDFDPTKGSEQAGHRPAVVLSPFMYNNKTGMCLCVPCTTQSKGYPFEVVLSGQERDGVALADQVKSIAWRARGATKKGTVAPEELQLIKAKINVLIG
# TcdB inh: inhibitors of Clostridioides difficile toxin B glycohydrolase. inhibition, % at 9.99 µM. TcdB glycohydrolase enzymatic assay, plate reader. P18177. AID 652162. 350,000 tested, 0.24% active; in the data active = inhibition above about 10%
# 3CLpro inhibitor: SARS-CoV 3CLpro protease inhibition. P0C6X7. recombinant SARS-CoV 3CLpro, quenched FRET peptide cleavage. inhibition, % at 6 µM. 290,000 tested, 0.14% active; in the data active = inhibition above about 12%
# PfHsp40 rescue: rescue of PfHsp40-mediated yeast toxicity; S. cerevisiae expressing PfHsp40, growth rescue, ATP luminescence; growth rescue, % at 12.5 µM; 340,000 tested, 0.68% active; AID 504582; in the data active = growth rescue above about 28%, passing the limit was not always enough; inconclusive = no clear call, values can overlap the other calls;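 note: yeast W303a lacking pdr1 and pdr3 grown in galactose medium; growth measured after three days at 30 °C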
# PriA SSB inh: inhibitors of Klebsiella pneumoniae PriA binding to SSB C-terminal tail | AlphaScreen SSBct-PriA binding, biotinylated peptide | 430,000 tested, 0.6% active | inhibition, % at 33 µM; in the data active = inhibition mostly above about 37%, no sharp cut-off; inactive = mostly below about 20%;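 note: plate controls were negative control peptide for no effect and reference peptide for full effect; strong numbers were not always called active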
# DUSP3 inh: inhibitors of human VHR1 phosphatase (DUSP3). P51452. recombinant VHR phosphatase, pNPP absorbance. inhibition, % at 13.3 µM. 290,000 tested, 0.52% active. AID 1654; in the data active = inhibition above about 50%; note: some compounds called inactive have numbers as strong as hits
# Rv3671c protease: inhibits the M. tuberculosis serine protease Rv3671c; P9WHR9; inhibition, % at 5.96 µM; 320,000 tested, 0.048% active; AID 2606; in the data active = inhibition above about 38%;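 note: extracellular domain of Rv3671c used as enzyme; 0% = enzyme with DMSO and 100% = no enzyme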
# Anthrax LF inh2: anthrax lethal factor protease inhibition | P15917 | multiplex microsphere protease cleavage assay, LF | inhibition, % at 10 µM | 360,000 tested, 0.12% active | AID 588501; in the data active = inhibition above about 30%; inconclusive = no clear call, values can overlap the other calls; note: plate controls were buffer without enzyme for full effect and enzyme alone for no effect
# Target sequence (P15917 whole entry, looked up): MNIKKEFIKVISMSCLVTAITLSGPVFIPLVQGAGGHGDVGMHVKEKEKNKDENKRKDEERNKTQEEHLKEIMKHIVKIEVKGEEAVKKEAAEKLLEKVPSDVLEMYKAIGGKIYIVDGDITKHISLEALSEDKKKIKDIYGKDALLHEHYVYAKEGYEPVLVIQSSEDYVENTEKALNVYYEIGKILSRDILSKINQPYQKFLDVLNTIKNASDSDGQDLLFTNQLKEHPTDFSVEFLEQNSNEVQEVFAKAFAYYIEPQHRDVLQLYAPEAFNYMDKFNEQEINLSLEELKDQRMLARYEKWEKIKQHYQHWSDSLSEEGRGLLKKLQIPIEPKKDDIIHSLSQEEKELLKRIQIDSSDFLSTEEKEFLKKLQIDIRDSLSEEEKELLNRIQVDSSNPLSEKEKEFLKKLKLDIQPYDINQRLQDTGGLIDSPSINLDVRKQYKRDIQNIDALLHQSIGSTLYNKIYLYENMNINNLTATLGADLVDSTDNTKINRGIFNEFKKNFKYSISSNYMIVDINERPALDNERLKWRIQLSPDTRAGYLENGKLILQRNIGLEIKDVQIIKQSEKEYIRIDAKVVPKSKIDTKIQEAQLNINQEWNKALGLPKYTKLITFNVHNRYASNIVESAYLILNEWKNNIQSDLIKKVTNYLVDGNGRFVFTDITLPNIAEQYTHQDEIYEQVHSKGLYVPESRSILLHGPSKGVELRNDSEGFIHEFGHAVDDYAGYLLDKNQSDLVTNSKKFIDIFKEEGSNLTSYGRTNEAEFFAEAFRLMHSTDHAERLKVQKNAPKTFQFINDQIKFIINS
# Numbers without * were called inactive; i = inactive; ? = inconclusive; / = no result given; & = joins results of further samples. An excerpt; count on the stated rates, not on these rows.
SMILES,BH1578 lux ind,Yp Topo-I inh,MazF activator,TcdB inh,3CLpro inhibitor,PfHsp40 rescue,PriA SSB inh,DUSP3 inh,Rv3671c protease,Anthrax LF inh2
CCCc1cc(=O)[nH]c2nnc(SCC(=O)NCc3ccc4c(c3)OCO4)n12,1.0,-2,1,-1.7,/,0.4,-16&-5,/,0,-5
O=C(NNS(=O)(=O)c1ccccc1[N+](=O)[O-])c1ccc(F)cc1,-0.4,0,4,-6.3,3,-1.4,7,20,1,-6
Cc1ccc(Cn2c(=O)c3ccccc3n3c(SCC(=O)N4CCCCC4C)nnc23)cc1 (centres undefined),i,14,-17,/,/,0.8,-3,-1,-5,2
CC(C)NC(=O)N1CC(c2ccccc2)C(c2ccc(Cl)cc2)=N1 (centres undefined),-0.4,0,2,0.7,2,-0.5,-10,-6,-7,/
NC(=O)c1ccc(Oc2ccc(C(N)=O)cc2)cc1,-0.4,6,-11,0.2,1,-0.5,-5,31,-1,-6
COc1cc2c(cc1NC(=O)C1CCCO1)oc1ccccc12 (centres undefined),-0.2,8,6,/,4,-1.1,-14,-16,-9,-6
CCOc1cc(NC(=S)NCc2ccco2)c(OCC)cc1NC(=O)CC(C)C,3.3,1,5,/,-3,-0.1,-1,-5,-1,2
CCSc1ccc(-c2cc(NC=O)c3ncc(-c4cc(OC)c(OC)c(OC)c4)n3c2)cc1,0.4,-7,/,2.8,/,/,/,/,/,1
O=C1CS(=O)(=O)N(Cc2ccc(F)cc2)c2ccccc21,i,0,5,0.6,/,-0.2,-5,/,/,-15
CCCCCCSc1ccc([C@@H]2[C@H]3C(=O)N(CC)C(=O)[C@H]3[C@]3(C(=O)OC)CCCCN23)cc1,2.0,9,-25,1.4,/,3.5,-11,/,-7,0
CCC(=O)N1c2ccc(S(=O)(=O)NCc3ccccc3)cc2CC1C (centres undefined),-0.4,0,9,-1.1,-2,0.4,-11,-17,-9,-1
CNC(=S)N1CCN(c2ccc(Cl)c(Cl)c2)CC1,-0.2,-4,8,1.0,-1,-0.3,0,26,6,-2
O=C(CNc1ccccc1F)N/N=C/C1CC=CCC1 (centres undefined),-0.9,6,-2,0.8,4,-0.3,/,26,11,-2
COc1ccc(C(CNC(=O)CCOc2ccccc2)N(C)C)cc1 (centres undefined),-0.3,0,-6,/,0,-2.1,-11,27,-6,/
CS(=O)(=O)N1CCC(C(=O)Nc2ccc(F)c(Cl)c2)CC1,-1.2,3,0,0.8,2,1.0,-13,6,3,6
O=C(COC(=O)c1c(Cl)cccc1Cl)NC1CCCCCCC1,-1.6,31,2,0.7,/,-0.1,-11,/,-3,-17
Cc1ccccc1N1CCN(C2CCCN(C(=O)c3cn4c(C)cccc4n3)C2)CC1 (centres undefined),-0.2,37,6,0.8,4,-1.4,-2,1,-4,-1
Cc1ccc(C(=O)NCCC(=O)N2CCC3(CC2)NCCc2[nH]cnc23)cc1,-4.2,-1,1,0.8,1,-0.5,6,8,-1,-2
Cc1ccc(S(=O)(=O)N2C[C@@H](C)[C@]3(C2)[C@H](O)[C@H](OC(=O)NCc2ccco2)C[C@H]2C(=O)N(c4ccccc4)C(=O)[C@H]23)cc1,-0.2,2,9,1.9,/,/,/,/,/,-2
COc1ccc(-c2cc(C(=O)NCc3ccco3)c3ccccc3n2)c(OC)c1,-1.0,17,7,0.4,1,0.9,-24,32,-5,3
COc1ccc(C2CC(c3ccc(Br)cc3)Nc3nc(N)nn32)cc1 (centres undefined),-0.7,1,3,/,5,0.6,1,17,-2,-7
O=C(O)c1ccc(NC(=S)NC(=O)c2ccc(-c3ccccc3)cc2)cc1,0.1,-6,-4,2.3,7,0.2,-5,10,7,4
O=C1CC(c2ccccc2)Cc2nc(N3CCc4ccccc4C3)ncc21 (centres undefined),-0.7,-8,-3,/,4,-2.3,-13,6,-22,-8
COC(=O)c1ccc(CSc2nnnn2Cc2ccccc2)cc1,-0.4,32,3,/,-2,-0.5,-31,-13,-4,-1
COc1cc(C(C(=O)NC(C)(C)C)N(C(=O)CNC(=O)c2cccs2)c2cccnc2)cc(OC)c1OC (centres undefined),i,5,2,0.0,4,-1.3,-1,12,-1,-5
O=C(/C=C/c1ccc(F)cc1)NCCc1ccc2c(c1)OCCO2,-0.4,-5,4,1.8,-3,8.6,-13,-4,-4,0
Cc1c(Cl)cccc1NC(=S)NCc1cccs1,-1.8,-9,-5,0.8,-1,0.7,2,-6,-4,-4
COC(=O)C1=C(c2ccc(F)cc2OCc2ccccc2)C[C@@H]2CC[C@H]1N2C(=O)N1CCCC1,-0.4,13,2,10*,/,0.0,-26,/,1,-4
Cc1ccc(NC(=O)c2cc(S(=O)(=O)c3ccccc3)ccc2Cl)cc1,i,6,-2,/,2,3.1,-10,4,-10,-5
S=C1NCCOCCOCCOCCNC(=S)NCCOCCOCCOCCN1,-0.5,-1,4,/,0,-0.1,10,-10,-3,-4
CC(=O)Nc1nc(-c2ccc3c(c2)CCO3)cs1,0.6,-5,4,0.7,2,-0.8,-8,21,10,0
O=C(NCc1cn2ccsc2n1)c1c(F)cccc1Cl,i,11,8,-1.8,-3,-1.2,0,12,5,-9
CCN(CC)CCP(=O)(c1ccccc1)c1ccccc1,-1.7,-5,-5,/,1,-0.6,-3,24,2,-5
CN(N=Cc1ccccc1O)c1ccc2ccccc2n1,i,-4,-9,0.9,/,/,/,/,/,2
COc1ccc(-c2cc(C(F)(F)F)nc(SCCC(=O)N3CCN(C)CC3)n2)cc1,i,-1,13,1.1,/,-2.8,-25,/,/,-6
O=C(Cn1cnc2c(oc3ccccc32)c1=O)c1ccccc1,i,0,3,/,-3,-0.4,-22,17,-5,-4
Cc1cc(C(=O)NCc2ccc(C(=O)O)o2)c(C)o1,-0.6,1,7,1.3,7,-0.4,-13,31,4,1
CCOC(=O)C1=CN(Cc2cccc(F)c2)S(=O)(=O)N(CC)C1CCc1ccccc1 (centres undefined),-0.7,29,4,1.5,/,-0.6,-13,/,/,-4
CCOC(=O)c1cc2sccc2n1CC(=O)O,i,6,4,2.8,3,-1.3,-12,-9,-2,2
COc1ccc(C23CC4CC(CC(C4)C2)C3)cc1C(=O)NCCN(C)C,2.2,-6,23,0.4,5,-0.4,-20,-11,1,3
CCN(CC)C1CC(=O)N(c2ccc(Br)cc2)C1=O (centres undefined),i,3,-9,0.6,3,?,-3,4,6,24
CC(C)(C)c1ccc(C(=O)NC(=S)Nc2nc3c(s2)CCCC3)cc1,6.7,-3,8,-0.4,1,-0.1,5,3,-3,-4
Cc1cc(NC(=O)CSc2nnc(C3CC3)n2N)c([N+](=O)[O-])cc1C,-2.1,2,5,-0.1,1,-1.1,-7,22,-3,-7
CCOC(=O)N1CCC(N2Cc3cccc(C(=O)N4CCN(c5cccc(Cl)c5)CC4)c3C2=O)CC1,-0.6,29,1,2.1,2,0.3,1,8,2,2
CC(=O)Nc1ccc(S(=O)(=O)N2CCC(C(=O)NCCc3c[nH]c4ccccc34)CC2)cc1,-0.3,-2,1,2.5,2,-0.3,3,-11,/,8
COc1cc(C(=O)Nc2ccc(S(=O)(=O)Nc3nccc(C)n3)cc2)c([N+](=O)[O-])cc1OC,0.9,12,2,1.9,0,-2.1,-4,9,-10,1
CC(C)(C)Nc1ncnc2sc(-c3ccccc3)cc12,-1.0,1,1,-0.8,5,0.2,-16,27,-8,-3
CC(C)c1ccc(S(=O)(=O)N2CCC(C(=O)N3CCN(c4cccc(Cl)c4)CC3)CC2)cc1,i,39,-15,0.5,/,-1.3,5,/,/,-4
CCOc1ccccc1N(C)C(=O)c1sc2ncn(CC(=O)N3CCCCC3C)c(=O)c2c1C (centres undefined),-0.2,22,8,0.5,-3,0.0,-3,24,-8,-3
CCOC(=O)N1CCN(C(=O)c2ccc3oc(CCCc4ccccc4)nc3c2)CC1,-0.1,31,0,0.4,11,1.8,-3,20,-6,-2
Cc1noc(C)c1CSc1nc2ccccc2c(=O)n1-c1ccc(F)cc1F,-0.5,26,10,/,3,5.7,-5,-11,-5,-6
CC(C(=O)NCC1(c2ccccc2)CCOCC1)N1CCOCC1 (centres undefined),-1.6,-4,-14,0.2,3,-0.8,-11,8,-6,0
CCOc1ccc(OCC)c2sc(C)nc12,-0.2,0,2,/,-2,-0.5,-3,10,5,-1
CCc1onc(C)c1C(=O)Nc1cc(C)ccc1OC,/,0,1,-3.0,-4,-0.4,-22,29,0,-3
CC(C)CN(C(=O)c1cccc(S(=O)(=O)N2CCN(C)CC2)c1)C1CCS(=O)(=O)C1 (centres undefined),i,-2,-3,-0.5,/,/,6,/,3,-1
COc1ccc(CN(CC(=O)NCc2ccco2)C(=O)CCC(=O)Nc2nccs2)cc1,-0.6,-3,4,/,-2,0.1,-9,16,3,-2
COc1ccc(S(=O)(=O)Nc2ccc3oc4ncccc4c(=O)c3c2)cc1OC,-0.5,9,-1,-0.8,0,-0.6,-4,14,0,0
OCCNc1nc(Nc2ccccc2Oc2ccccc2)nc(N2CCCC2)n1,i,35,6,1.2,/,0.2,4,/,4,2
COc1ccc(/C=N/NC(=O)c2ccc(-c3ccccc3)cc2)cc1O,-0.4,19,8,3.2,1,-1.3,/,-5,-6,-1

# Arranged by formula weight (high to low): part of the list above.
SMILES,BH1578 lux ind,Yp Topo-I inh,MazF activator,TcdB inh,3CLpro inhibitor,PfHsp40 rescue,PriA SSB inh,DUSP3 inh,Rv3671c protease,Anthrax LF inh2
CC(C)c1ccc(S(=O)(=O)N2CCC(C(=O)N3CCN(c4cccc(Cl)c4)CC3)CC2)cc1,i,39,-15,0.5,/,-1.3,5,/,/,-4
CC(C)CN(C(=O)c1cccc(S(=O)(=O)N2CCN(C)CC2)c1)C1CCS(=O)(=O)C1 (centres undefined),i,-2,-3,-0.5,/,/,6,/,3,-1
COc1ccc(CN(CC(=O)NCc2ccco2)C(=O)CCC(=O)Nc2nccs2)cc1,-0.6,-3,4,/,-2,0.1,-9,16,3,-2
COc1ccc(S(=O)(=O)Nc2ccc3oc4ncccc4c(=O)c3c2)cc1OC,-0.5,9,-1,-0.8,0,-0.6,-4,14,0,0
Cc1noc(C)c1CSc1nc2ccccc2c(=O)n1-c1ccc(F)cc1F,-0.5,26,10,/,3,5.7,-5,-11,-5,-6
OCCNc1nc(Nc2ccccc2Oc2ccccc2)nc(N2CCCC2)n1,i,35,6,1.2,/,0.2,4,/,4,2
COc1ccc(/C=N/NC(=O)c2ccc(-c3ccccc3)cc2)cc1O,-0.4,19,8,3.2,1,-1.3,/,-5,-6,-1
CC(C(=O)NCC1(c2ccccc2)CCOCC1)N1CCOCC1 (centres undefined),-1.6,-4,-14,0.2,3,-0.8,-11,8,-6,0
CC(C)(C)Nc1ncnc2sc(-c3ccccc3)cc12,-1.0,1,1,-0.8,5,0.2,-16,27,-8,-3
CCOc1ccc(OCC)c2sc(C)nc12,-0.2,0,2,/,-2,-0.5,-3,10,5,-1

# Assay outcomes (PubChem)
